# PREPL inh: PREPL enzyme inhibitors, primary screen, biochemical, fluorescence polarization; Prolyl endopeptidase-like (Homo sapiens), Q4J6C6; recombinant PREPL, fluorescence polarization activity-based probe; inhibition, % at 5.96 µM; actives 0.68% (n = 320,000); AID 2751, 2010; in the data active means inhibition above about 43%;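 further: 0% = enzyme with DMSO and 100% = wells lacking enzyme; many of its hits are not listed in these tables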
# PP1 counter: PP1-alpha phosphatase inhibitors, primary screen, counter-screen for PP5 inhibitor project, biochemical, fluorescence, OMFP substrate, single point; Serine/threonine-protein phosphatase PP1-alpha catalytic subunit (Homo sapiens), P62136; purified PP1alpha; inhibition, % at 6.7 µM; actives 0.9% (n = 320,000); AID 2235, 2010;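 active means inhibition above the mean inhibition of all tested compounds plus 3 SD, computed separately for each screening campaign, cut at about 15% in these data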
# Target sequence (P62136 whole entry, looked up): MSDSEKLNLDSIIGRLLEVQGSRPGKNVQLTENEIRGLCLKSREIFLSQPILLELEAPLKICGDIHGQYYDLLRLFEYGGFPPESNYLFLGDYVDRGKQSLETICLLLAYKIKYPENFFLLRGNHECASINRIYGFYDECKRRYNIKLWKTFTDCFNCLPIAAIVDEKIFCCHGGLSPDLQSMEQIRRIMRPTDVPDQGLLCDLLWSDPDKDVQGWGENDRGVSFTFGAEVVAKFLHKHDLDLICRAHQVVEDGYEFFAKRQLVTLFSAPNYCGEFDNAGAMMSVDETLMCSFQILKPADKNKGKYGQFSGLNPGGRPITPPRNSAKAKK
# PP5 primary: PP5 phosphatase inhibitors, primary screen, biochemical, fluorescence; AID 1987, 2009; inhibition, % at 6.7 µM; actives 0.18% (n = 320,000); purified PP5c, OMFP substrate fluorescence;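 active means inhibition above the campaign's mean inhibition across all tested compounds plus 3 SD, cut at about 9.5% in these data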;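 further: 0% = DMSO only and 100% = 100 µM cantharidin control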
# Target sequence (P53041 whole entry, looked up): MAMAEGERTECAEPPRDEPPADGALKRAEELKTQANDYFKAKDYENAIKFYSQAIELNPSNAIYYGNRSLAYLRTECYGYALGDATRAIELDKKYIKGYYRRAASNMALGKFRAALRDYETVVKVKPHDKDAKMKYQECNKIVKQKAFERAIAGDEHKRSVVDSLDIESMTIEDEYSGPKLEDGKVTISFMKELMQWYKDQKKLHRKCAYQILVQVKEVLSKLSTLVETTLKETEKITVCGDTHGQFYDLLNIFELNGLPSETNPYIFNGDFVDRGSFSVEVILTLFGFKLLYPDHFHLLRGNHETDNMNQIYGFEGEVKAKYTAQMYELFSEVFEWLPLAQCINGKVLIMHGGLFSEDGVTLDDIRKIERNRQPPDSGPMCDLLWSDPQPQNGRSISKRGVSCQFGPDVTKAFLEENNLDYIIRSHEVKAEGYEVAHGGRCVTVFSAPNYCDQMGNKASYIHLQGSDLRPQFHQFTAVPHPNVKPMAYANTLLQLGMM
# TPT1 inhibitor: Candida albicans TPT1 enzyme inhibitors, primary screen, biochemical, fluorescence polarization | tRNA 2'-phosphotransferase TPT1 (Candida albicans SC5314) | recombinant caTPT1, FP RNA substrate dephosphorylation | inhibition, % at 5 µM | actives 0.81% (n = 300,000) | AID 1962, 2009;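 active means inhibition above the mean of all tested compounds plus 3 SD, set per screening campaign, cut at about 24% in these data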;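 further: plate controls were DMSO alone for no effect and ferristatin control at 100 nM for full effect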
# Efflux pump mplx: inhibitors of Candida efflux pumps in yeast, primary screen, S. cerevisiae, Nile Red, multiplex; S. cerevisiae Candida pump triplex; inhibition, % at 10 µM; actives 0.44% (n = 330,000); AID 485275, 2010;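 active means plate passing quality check with inhibition over a set limit, or well fluorescence over plate mean plus 4 SD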;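 further: Nile Red retained in pooled yeast measured as flow cytometry median fluorescence; 0% = buffer negative control and 100% = Enniatin B positive control; higher means more Nile Red kept so more efflux inhibition; some compounds called inactive have numbers as strong as hits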
# GASC-1 inh: inhibitors of GASC-1 histone demethylase, primary screen, biochemical, fluorescence, DELFIA europium | inhibition, % at 2.35 µM | Lysine-specific demethylase 4C (Homo sapiens), Q9H3R0 | AID 2099, 2009 | GST-JMJD2C(1-420) H3K9me3 demethylation | actives 0.069% (n = 330,000);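 active means more than half of a compound's replicate wells show inhibition beyond 50%, single wells judged on their own value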;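 further: signal counts dimethyl H3K9 product captured on neutravidin plate; 0% = median of DMSO wells and 100% = 0.3 times that DMSO median; strong numbers were not always called active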
# HCV core dimer: inhibitors of HCV core protein dimerization, primary screen, biochemical, TR-FRET, high-throughput; AID 1899, 2009; actives 0.33% (n = 300,000); inhibition, % at 5 µM; TR-FRET GST/Flag-core106 dimerization, 1536-well;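 active means inhibition above the mean of all tested compounds plus 3 SD, set per screening campaign, cut at about 45% in these data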
#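 Assay system: Tagged HCV core106 pair (GST and Flag) | Buffer or medium: KF-containing HEPES buffer, pH 7.45, DTT, CHAPS, BSA | Also added: Eu donor and XL665 acceptor anti-tag antibodies | Dosing: One concentration, 5 µM, in 0.5% DMSO | Timing: 4 h at 22.5 °C | Technique: TR-FRET 671 and 617 nm emission | Repeats: Singlicate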
# Fh CTSL1 inh: Fasciola hepatica cathepsin L1 inhibitors, primary screen, counter-screen for PFM18AAP inhibitor project, biochemical, QFRET, fluorogenic peptide substrate. recombinant F. hepatica cathepsin L1, Z-Leu-Arg-MCA fluorescence. inhibition, % at 5.96 µM. actives 0.49% (n = 300,000). AID 1906, 2009;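 active means inhibition above the mean of all tested compounds plus 3 SD, set per screening campaign, cut at about 17% in these data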;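 further: 0% = plate median of test compound wells and 100% = 1 µM Z-Phe-Ala-diazomethylketone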
# LYPLA2 counter: LYPLA2 inhibitors, primary screen, counter-screen for PME1 inhibitor project, biochemical, fluorescence polarization, FP-Rh probe ABPP. Acyl-protein thioesterase 2 (Homo sapiens), O95372. actives 0.38% (n = 320,000). inhibition, % at 5.9 µM. AID 2177, 2009. recombinant LYPLA2;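 active means inhibition above the screen-wide mean plus 3 SD, limit set per campaign, cut at about 26% in these data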;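 further: 0% = LYPLA2 with DMSO and 100% = wells lacking LYPLA2 enzyme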
# Target sequence (O95372 whole entry, looked up): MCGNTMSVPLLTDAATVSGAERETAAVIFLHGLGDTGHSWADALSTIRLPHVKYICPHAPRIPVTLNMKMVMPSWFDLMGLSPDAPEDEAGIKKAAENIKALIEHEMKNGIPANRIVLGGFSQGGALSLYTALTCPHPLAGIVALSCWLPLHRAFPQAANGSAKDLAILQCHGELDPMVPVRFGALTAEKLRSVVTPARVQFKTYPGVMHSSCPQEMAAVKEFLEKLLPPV
# An asterisk follows results filed as active; x = no result given; & = joins results of further samples.
# The line under a structure holds: PREPL inh	PP1 counter	PP5 primary	TPT1 inhibitor	Efflux pump mplx	GASC-1 inh	HCV core dimer	Fh CTSL1 inh	LYPLA2 counter
Nc1ccccc1C#Cc1ccc([N+](=O)[O-])cc1
→ 38	0	-0.3	5	0.0	9	4	0	-2
CN1C(=S)SC(/[N+]([O-])=C/c2c(F)cccc2Cl)C1(C)C (stereo not given)
→ -1	-6	2.0	2	0.1	22	-2	0	1
COc1ccccc1C(=O)C1CCCN(Cc2cccc3nccnc23)C1 (stereo not given)
→ 17	-2	0.8	1	0.2	-19	6	4	3
Cc1ccc(CN2CCN(/N=C/c3ccc(Cl)c([N+](=O)[O-])c3)CC2)cc1
→ 30	1	3.0	-6	0.3	-11	-1	-3	7
CC(C)CNC(=O)Nc1ccc(F)c(Cl)c1
→ -5	1	0.6	-5	-0.1	5	1	0	2
Cc1ccc(CNc2ccc(N3CCOCC3)cc2)s1
→ 34	0	2.5	-1	0.2	5	-6	-1	0
CCOc1ccc(NC(=O)CCCNC(=O)Cn2cnc3sc(C)c(C)c3c2=O)cc1
→ 9	4	-0.1	1	0.3	-5	1	1	1
COc1ccccc1NC(=O)C1=C(C)NC(=O)NC1c1cccc(OC)c1OC (stereo not given)
→ 25	0	4.2	3	0.3	3	-6	-2	-5
CCC(C)Sc1cc(-c2nc3ccccn3c2NC2CCCCC2)ccc1OC (stereo not given)
→ 10	13	6.3	-2	0.1	-2	-2	-1	-1
Nc1ncc(-c2ccccc2)n1CC1CCCO1 (stereo not given)
→ 10	-2	-1.7	3	0.0	-10	1	-1	-4
COc1ccc(OC)c(S(=O)(=O)N2CCC(C(=O)NCc3ccncc3)CC2)c1
→ -1	1	1.5	3	0.0	10	2	-2	-2
COc1cc(/C=N/Nc2nc(C)cc(C)n2)cc(OC)c1OC
→ -6	1	0.7	1	0.3	-2	-6	-2	-5
CCC(C)c1ccc(S(=O)(=O)N2CCN(c3ccccn3)CC2)cc1 (stereo not given)
→ -103	4	5.8	3	0.1	5	5	-1	3
CC1CN(Cc2cc(=O)oc3cc(O)c(Cl)cc23)CC(C)O1 (stereo not given)
→ 17	0	1.0	1	0.0	16	2	3	20
COC(=O)CCSCC(=O)N1N=C(c2ccc(OC)cc2)CC1c1cccc(OC)c1OC (stereo not given)
→ 13	4	3.7	-2	-0.1	3	14	3	-1
Cc1cccc2nc(CSc3nc4cc([N+](=O)[O-])ccc4s3)cn12
→ 14	0	-0.3	2	0.1	-4	14	2	-2
COc1ccc(CCNC(=O)C(=O)NCC2OCCN2S(=O)(=O)c2ccc(Cl)cc2)cc1 (stereo not given)
→ 4	0	2.7	0	0.0	11	1	3	1
Cc1ccc(-n2ncc3c2ncn2c(C)nnc32)cc1C
→ 19	8	2.1	2	0.1	-1	9	-3	-5
Cc1c(OCc2ccccc2)c(=O)ccn1Cc1ccc(F)cc1
→ -8	0	1.7	-3	-0.1	14	3	1	-6
CN(NC(=O)Nc1ccc(Cl)cc1)c1ncc(C(F)(F)F)cc1Cl
→ 2	1	2.9	1	-0.1	-8	-3	2	11
Cn1c(=O)c2c(nc(NCCCO)n2Cc2cccc(Br)c2)n(C)c1=O
→ 10	0	1.2	-4	-0.1	-22&0	-3	-2	-2
Cc1ccc(NC(=O)CCC(=O)N2CCOCC2)nc1
→ -1	-2	0.9	3	0.0	-7	0	2	8
CC1CCN(C(=O)c2scc3c2OCCO3)CC1
→ 6	1	2.1	-3	0.1	5	-2	1	2
CCN1C(=O)C2(C(C(=O)c3cc4ccccc4o3)=C(O)C(=O)N2CCCN2CCOCC2)c2ccccc21 (stereo not given)
→ 5	-5	1.5	2	0.0	-4	5	-4	1
COc1ccccc1C1C(C(=O)c2sc(C)nc2C)=C(O)C(=O)N1CCN1CCOCC1 (stereo not given)
→ 6	-4	-0.6	0	-0.2	-8	-3	0	-1
CCN1CCC[C@H]1CNC(=O)c1cc(S(N)(=O)=O)ccc1OC
→ 16	-3	-3.2	2	0.1	177	-4	3	2
Cc1ccc(NC(=O)c2cnc(SCC(=O)NCC3CCCO3)n(C)c2=O)cc1C (stereo not given)
→ 2	-1	2.8	-2	0.2	3	1	6	-44
Cc1ccc(-c2cn3c(=S)[nH]nc3s2)cc1
→ 5	-5	0.3	-1	0.0	-7	-3	-1	4
CC(C)(NS(=O)(=O)OCC(Cl)(Cl)Cl)c1ccccc1
→ -5	1	2.1	-1	-0.1	-4	10	1	3
CN1CCN(c2ccc(S(=O)(=O)N3CCCCC3)cc2NC(=O)Cc2ccccc2F)CC1
→ 4	-8	-0.8	3	0.5	-9	-7	-2	-6

# The line under a structure holds: PREPL inh	PP1 counter	PP5 primary	TPT1 inhibitor	Efflux pump mplx	GASC-1 inh	HCV core dimer	Fh CTSL1 inh	LYPLA2 counter
NS(=O)(=O)c1ccc(NC(=O)c2ccc3c(c2)CCN3S(=O)(=O)c2ccccc2)cc1
→ -2	3	1.6	-3	0.1	9	4	-5	-15
O=C(/C=C/c1ccccc1)NC(=S)NNC(=O)c1cccnc1
→ 8	11	0.8	-8	-0.1	-5	3	2	5
O=c1cc(CSc2nnc(-c3cccs3)n2Cc2ccccc2)nc2sc3ccccc3n12
→ 11	12	2.1	2	-0.1	-8	60*	4	0
O=C1c2cccc3cccc(c23)C(=O)N1CCN1CCN(C(=S)Nc2ccc(F)cc2)CC1
→ 11	2	0.6	1	0.0	-14	-2	7	4
COc1cc2c(cc1OC)C(=S)NC(C)(C)C2
→ 0	1	-1.3	3	0.1	0	-8	0	-2
CCOC(=O)C1=C(c2ccccc2)N=c2s/c(=C\c3ccc(O)cc3)c(=O)n2C1c1cccs1 (stereo not given)
→ -45	1	0.6	31*	0.0	5	36	5	-89
O=C(Nc1ccc(S(=O)(=O)N2CCCC2)cc1)c1cncc(Br)c1
→ 0	-2	0.2	x	-0.1	x	x	x	-5
O=C(N/C(=C\c1ccccc1)C(=O)N1CCN(CCO)CC1)c1ccccc1
→ 5	-1	1.2	-2	0.2	5	5	2	6
Cc1ccc(NC(=O)CSc2nnc(C)n2CC2CCCO2)cc1 (stereo not given)
→ 4	-4	-1.4	0	0.0	-30	1	-5	-2
Cc1ccc(S(=O)(=O)NC(C(=O)N2CCOCCOCCOCCOCC2)C(C)C)cc1 (stereo not given)
→ 11	0	-0.6	2	0.0	12	-12	-2	7
C/C=C/C=N/NC(=O)CN(c1ccc(Br)cc1)S(=O)(=O)c1ccccc1
→ -46	5	0.2	0	-0.4	-16	5	0	0
Cc1cc2cc(C(c3nnnn3Cc3ccccc3)N3CCc4ccccc43)c(=O)[nH]c2cc1C (stereo not given)
→ 6	9	4.6	1	0.0	-11	26	3	-3
CC(=O)Nc1ccc(C(=O)OCC(=O)N2CCCC2)cc1
→ 15	-1	0.5	-3	0.2	17	2	-2	-2
O=C1NC(=O)/C(=C/c2cccc([N+](=O)[O-])c2)N1
→ 10	0	2.2	4	0.1	1	18	-2	-11
Cc1ccc(NS(=O)(=O)c2ccc(NC(=O)CN(c3cc([N+](=O)[O-])ccc3C)S(C)(=O)=O)cc2)c(C)c1
→ -3	3	2.7	-2	-0.5	19	14	3	-68
COc1cc(C=C(c2nc3ccccc3s2)c2nc3ccccc3s2)ccc1O
→ 16	0	4.4	11	0.0	2	17	0	-20
CCOC(=O)CSc1nnc(-c2ccc(OC)cc2)n1CC
→ 9	-5	0.7	-4	0.1	9	-2	0	4
Cn1cc(CN2CCCC(CNS(=O)(=O)c3cccc4cccnc34)C2)cn1 (stereo not given)
→ 11	-1	4.4	2	0.1	-3	-19	-2	7
O=C(N/N=C/c1ccc(OCCCF)cc1)c1ccc(C(F)(F)F)cc1
→ 5	1	0.1	-2	0.5	7	5	-5	-4
COc1ccc(NC(=O)CN(C)C(=O)c2oc3c(ccc4ccccc43)c2C)cc1
→ 1	1	4.9	x	-0.2	-2	x	x	-2
CCOC(=O)C1C(=O)NC(c2ccccc2)=NC1c1ccccc1 (stereo not given)
→ -7	-4	-2.7	0	0.1	-3	0	4	1
COc1cccc(CNc2ncn[nH]2)c1OCc1ccc(F)cc1
→ 2	-6	0.7	5	-0.1	7	-5	-3	0
COc1ccc(CCN2C(=O)CC(NCCc3ccc(S(N)(=O)=O)cc3)C2=O)cc1OC (stereo not given)
→ -1	4	1.4	-1	0.1	4	-6	0	3
COCCN1C(=O)/C(=C/c2ccc(N3CCCC3)cc2C)SC1=S
→ 1	-1	-1.4	115*	2.2*	-14	2	2	-25
Nc1nnc(SCC(=O)c2ccccc2)s1
→ 5	-1	4.8	6	0.1	-2	1	-3	-7
O=c1cnnc(SCc2ccc([N+](=O)[O-])cc2)[nH]1
→ 18	0	-0.7	0	0.8	-6	2	5	0

# Ordered by heavy-atom count (low to high): part of the list above.
# The line under a structure holds: PREPL inh	PP1 counter	PP5 primary	TPT1 inhibitor	Efflux pump mplx	GASC-1 inh	HCV core dimer	Fh CTSL1 inh	LYPLA2 counter
CCOC(=O)CSc1nnc(-c2ccc(OC)cc2)n1CC
→ 9	-5	0.7	-4	0.1	9	-2	0	4
O=c1cc(CSc2nnc(-c3cccs3)n2Cc2ccccc2)nc2sc3ccccc3n12
→ 11	12	2.1	2	-0.1	-8	60*	4	0
Cc1ccc(NS(=O)(=O)c2ccc(NC(=O)CN(c3cc([N+](=O)[O-])ccc3C)S(C)(=O)=O)cc2)c(C)c1
→ -3	3	2.7	-2	-0.5	19	14	3	-68

# Some of these compounds in order of the HCV core dimer value, rising:
Molecule,HCV core dimer
CN(NC(=O)Nc1ccc(Cl)cc1)c1ncc(C(F)(F)F)cc1Cl,-3
CCOc1ccc(NC(=O)CCCNC(=O)Cn2cnc3sc(C)c(C)c3c2=O)cc1,1
Cc1c(OCc2ccccc2)c(=O)ccn1Cc1ccc(F)cc1,3
O=C(N/N=C/c1ccc(OCCCF)cc1)c1ccc(C(F)(F)F)cc1,5
COC(=O)CCSCC(=O)N1N=C(c2ccc(OC)cc2)CC1c1cccc(OC)c1OC (stereo not given),14
COc1cc(C=C(c2nc3ccccc3s2)c2nc3ccccc3s2)ccc1O,17
O=C1NC(=O)/C(=C/c2cccc([N+](=O)[O-])c2)N1,18

# Screening results from PubChem.

# The list is partial. The share of hits here may be higher or lower than overall.
